# AmpC no deterg: AmpC beta-lactamase inhibition without detergent; Potency, µM (series often up to 57.1 µM), for the others: at the highest dose activity change, negative = inhibition, actives largely listed as inhibitors; P00811; AmpC nitrocefin hydrolysis, absorbance 480 nm, 0.0001% Triton; 330,000 compounds, 0.52% hits;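 also: potency is read from the fitted curve at half-maximal effect; plate controls were no compound for no effect and no enzyme for full effect; nearly all actives have a fitted effect of over 20% in size; some results filed as inactive show a strong effect at the top dose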
# Target sequence (P00811 whole entry, looked up): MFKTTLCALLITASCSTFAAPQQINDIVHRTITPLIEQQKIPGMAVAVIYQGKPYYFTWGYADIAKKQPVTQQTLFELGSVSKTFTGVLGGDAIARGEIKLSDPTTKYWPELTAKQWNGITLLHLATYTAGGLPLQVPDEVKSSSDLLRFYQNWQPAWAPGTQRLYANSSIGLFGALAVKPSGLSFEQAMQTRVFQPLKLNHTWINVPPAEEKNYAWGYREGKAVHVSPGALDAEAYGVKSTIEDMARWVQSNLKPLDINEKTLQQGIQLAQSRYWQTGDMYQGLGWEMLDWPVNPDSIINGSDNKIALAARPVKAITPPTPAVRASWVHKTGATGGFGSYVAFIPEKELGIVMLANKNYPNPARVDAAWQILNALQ
#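 AmpC (5.3 nM in the dispensed reagent) in 20 mM phosphate pH 7.0 with 0.01% (detergent screen) or 0.0001% Triton X-100 was preincubated with compounds for 15 min at room temperature. Nitrocefin was then added from an 800 uM solution, and hydrolysis was followed at 480 nm.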
# AmpC inh detg: inhibitors of E. coli AmpC beta-lactamase with detergent | AmpC hydrolysis of nitrocefin, absorbance 480 nm, 0.01% Triton | Potency, µM (highest dose often 114 µM), without a hit: at the top dose activity change, negative = inhibition, most hits filed as inhibitors | 370,000 compounds, 0.041% hits | P00811;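 also: potency is read from the fitted curve at half-maximal effect; 0% = no-compound wells and -100% = no-enzyme wells; nearly all actives have a fitted effect of over 25% in size; some results filed as inactive show a strong effect at the top dose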
#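 AmpC (5.3 nM in the dispensed reagent) in 20 mM phosphate pH 7.0 with 0.01% (detergent screen) or 0.0001% Triton X-100 was preincubated with compounds for 15 min at room temperature. Nitrocefin was then added from an 800 uM solution, and hydrolysis was followed at 480 nm.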
# AMA1-RON2 inh: AMA1-RON2 (P. falciparum) interaction inhibition. AlphaScreen AMA1-biotinylated RON2 peptide binding. Potency, µM (highest dose often 58.2 µM), for inactives: at the top dose activity change, negative = inhibition, most hits filed as inhibitors. 360,000 compounds, 0.2% hits. AID 720542;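 also: potency is read from the fitted curve at half-maximal effect; 0% = vehicle wells and -100% = peptide control; nearly all actives have a fitted effect of over 45% in size; some results filed as inactive show a strong effect at the top dose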
#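 AMA1 (3D7) with his tag at 25 nM final met compounds first, then biotinylated RON2 peptide at 25 nM; detection used donor plus acceptor beads, 10 µg/mL apiece, read by AlphaScreen after 30 min at room temperature.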
# Tb PYK inh: T. brucei pyruvate kinase inhibition; TbPYK enzyme, Kinase-Glo Plus ATP luminescence, 45 min; Potency, µM (doses to about 76.8 µM), inactives show at the top dose activity, negative = inhibition, most hits filed as inhibitors; 410,000 compounds, 0.12% hits; also: potency is read from the fitted curve at half-maximal effect; nearly all actives have a fitted effect of over 50% in size
#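 T. brucei PYK with substrate was exposed to pin-transferred compounds across a concentration series, then started with 130 uM ADP (final). After 45 min at room temperature, Kinase-Glo Plus luminescence was read, normalized and curve-fitted.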
# HCV inhibitor: blocks hepatitis C virus; Huh7.5.1 HCVcc-Cre infection, luciferase reporter, 44 h; Potency, µM (doses to about 41.8 µM), for the others: top-dose activity change, negative = inhibition, usual class: inhibitors; 340,000 compounds, 3.4% hits; also: potency is read from the fitted curve at half-maximal effect
#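 A cell-based infection assay in which seeded cells (1,000 per well) receive test compound after 4 h, are inoculated with HCVcc-Cre at approximately 0.5 moi, and are incubated 44 h before luminescence detection.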
# HCMV inh: blocks human cytomegalovirus replication | activity change, negative = inhibition, % at 57.5 µM | HFF cells, HCMV-luciferase reporter, 72 h; stronger effect = lower value | 410,000 compounds, 4.5% hits | AID 1259415; in the data active = activity change below about -60%; inconclusive = no clear call, values can overlap the other calls; inactive = above about -39%
#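 Steps: HFFs plated, 16 h 37C; compounds added; HCMV-luciferase added to MOI 1 PFU/cell; 72 h 37C; OneGlo reagent, 5 min room temperature; luminescence read, normalized to controls.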
# LmPK inh: inhibitors of Leishmania mexicana pyruvate kinase; purified LmPK, Kinase-Glo ATP luminescence, 1 h; Q27686; Potency, µM (highest dose often 57.5 µM), for the others: at the highest dose activity change, negative = inhibition, most hits filed as inhibitors; 290,000 compounds, 0.37% hits; also: potency is read from the fitted curve at half-maximal effect
# Target sequence (Q27686 whole entry, looked up): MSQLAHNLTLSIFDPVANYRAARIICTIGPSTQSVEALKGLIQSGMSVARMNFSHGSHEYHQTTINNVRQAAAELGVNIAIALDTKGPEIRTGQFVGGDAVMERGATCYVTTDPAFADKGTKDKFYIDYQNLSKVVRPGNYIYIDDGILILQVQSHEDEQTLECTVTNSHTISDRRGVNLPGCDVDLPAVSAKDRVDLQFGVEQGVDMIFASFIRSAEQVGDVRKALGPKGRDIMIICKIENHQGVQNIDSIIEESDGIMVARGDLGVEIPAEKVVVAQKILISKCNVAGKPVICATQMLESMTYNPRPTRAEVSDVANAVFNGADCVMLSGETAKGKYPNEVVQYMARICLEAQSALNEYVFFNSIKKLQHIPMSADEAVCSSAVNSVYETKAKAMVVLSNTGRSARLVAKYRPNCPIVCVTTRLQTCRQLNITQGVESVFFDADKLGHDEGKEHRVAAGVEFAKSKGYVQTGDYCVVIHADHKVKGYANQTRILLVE
#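 qHTS format; LmPK 0.1 nM; substrates PEP 0.5 mM and ADP 0.1 mM. One-hour room-temperature incubation, then coupled luciferase luminescence; 0.5 nM enzyme wells mark activation.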
# An asterisk follows results filed as active; ? = inconclusive; nt = not tested or not shown; & = joins results of further samples; [ ] = dose if it differs, or a comment. Unless noted, calls follow the shape of the dose curve; as a rule, active = well fitted curve in the direction sought with a large enough effect; inconclusive = small, poorly fitted or top-dose-only effect, or another doubt; inactive = no such curve, though single readings can be large; an effect the other way counts as inactive or inconclusive. Unless noted, % is scaled to controls: 0 for no effect and ±100 for the full control effect.
SMILES	HCV inhibitor	Tb PYK inh	AmpC inh detg	LmPK inh	HCMV inh	AMA1-RON2 inh	AmpC no deterg
CC1CCCCN1S(=O)(=O)c1ccc([N+](=O)[O-])cc1 (stereo not drawn)	8%	1%	1%	2%	?	-6%	-2%
CC(/C=N/NC(=O)CN1CCN(Cc2ccc(Cl)cc2)CC1)=C\c1ccco1	?	-6%	-1%	1%	-33	5%	116%[activator]
C#CCNC(=O)C1=C[C@H](c2ccc(Br)cc2)C[C@H](OCc2ccc(CO)cc2)O1	-22%	1%	8%	3%	6	-8%	75%[activator]
Cc1ccccc1CNC(=O)Nc1ccc2c(c1)N(C)C(=O)c1ccccc1S2	nt	3%	17%	nt	-97*	nt	nt
Cc1nnc2c(N3CCN(c4ccc(F)cc4)CC3)nc3ccc(C(=O)c4ccccc4)cc3n12	nt	1%[15.4 µM]	21%	nt	0	nt	nt
O=C(CC1Sc2ccccc2NC1=O)NNc1ccc(Cl)c(Cl)c1 (stereo not drawn)	-2%	-11%	nt	nt	-36	-1%	nt
COCCn1c(SCc2ccc(C)cc2)nc2c1c(=O)[nH]c(=O)n2C	2%	2%	nt	nt	13	-2%	nt
COc1cc(C2CC(=O)c3c([nH]c(C(=O)OC4CCCC4)c3C)C2)cc(OC)c1OC (stereo not drawn)	nt	-2%	3%	nt	-98*	nt	nt
Cc1cccc(C)c1NCC(=O)N1CCN(Cc2ccccc2)CC1	-8%	7%	-6%	3%	-35	8%	-3%
CCN(CC)CCSc1nc(O)c(Cc2ccccc2)c(=O)n1-c1ccccc1	6%	-5%	5%	2%	0	3%	-7%
Cc1ccc(Cl)cc1N1CCN(S(=O)(=O)c2c(C)[nH]c(C)c2C(=O)N2CCCCC2)CC1	-23%	1%	-9%	8%	9	-11%	147%[activator]
COc1ccc(-c2nc(CCNC(=O)c3cccs3)cs2)cc1	35µM*	0%&-3%	?	5%	?	-10%	-19%
COc1ccccc1C1(O)CCN(C(=O)c2cccs2)CC1	23%	-1%	-5%	-2%	-8	-10%	-13%
COc1cc(C(=O)N(Cc2cccc(Cl)c2)C2CCS(=O)(=O)C2)cc(OC)c1OC (stereo not drawn)	13%	-8%	1%	6%	20	-8%	79%[activator]
CCN1CCN(C(=O)/C=C/c2ccc(C)cc2)CC1	?	1%	0%	5%	-12	0%	6%
COc1cc2cc(C(=O)O)[nH]c2c(OC)c1OC	-5%	5%	-13%	1%	-29	-6%	-7%
C/C(CCC1CC(C)OC1=O)=N\NC(N)=S (stereo not drawn)	15%	0%	-3%	4%	-35	64%[activator]	-18%
CC(=O)N1CCN(C(=O)CNC(=O)c2cccs2)CC1	1%	2%	4%	nt	5	10%	-9%
COc1ccc(N2C(=O)CC(Sc3n[nH]c(-c4ccccc4)n3)C2=O)cc1 (stereo not drawn)	-11%	-20%	-4%	11%	15	57%[activator]	14%
Cc1ccc(C)c(N2CCN(CCCNC(=O)c3ccc4nc(C(C)C)oc4c3)CC2)c1	nt	3%	5%	nt	-39	nt	nt
COc1cc2[nH]c(C(=O)N3CCN(C)CC3)cc2c(OC)c1OC	15%	-10%	-13%	0%	67	-3%	-11%
COc1ccccc1OCC#CCN1CCOCC1	-9%	36%	1%	0%	-7	-23%	-12%[2.29 µM]
Cc1onc(-c2ccccc2Cl)c1C(=O)OCC(=O)c1ccc[nH]1	?	-4%	-13%	nt	-23	0%	-20%
CCc1nc(SC)[nH]c(=O)c1C	0%	-3%	-13%	2%	0	10%	-8%
COc1ccccc1N1CCN(C(=O)c2oc3cc(C)c(C)cc3c2C)CC1	?	-8%	-4%	2%	-17	-13%	-14%
CCCCCCCc1c(O)nc(SCC(=O)O)[nH]c1=O	25%	3%	-7%	-25%	58	10%	-6%
COC(=O)C(CCSC)NC(=O)Cn1ncc2c(=O)oc3ccccc3c21 (stereo not drawn)	3%	2%	?	3%	-1	5%	1%
COc1ccc(-c2csc(C(C)(O)c3cccc(F)c3)n2)cc1 (stereo not drawn)	nt	-5%	nt	nt	-35	-3%	nt
CC(=O)c1ccc(NC(=O)c2cc(Cl)sc2Cl)cc1	10%	0%	?	-1%	19	-8%[2.32 µM]	-2%
Cc1ccc(OCC(=O)N/N=C/c2ccncc2)cc1	7%	7%	-2%	-2%	-28	9%	-7%
O=C(Nc1cccc(Br)c1)c1c(O)c2c(n(Cc3ccccc3)c1=O)CCCC2	24%	8%	-7%	5%	14	-8%	-12%
COc1ccc(/C=N/N2CCOCC2)cc1COc1ccc(F)cc1	-10%	4%	7%	-9%	-28	-1%	107%[activator]
Cc1c(C(=O)c2no[n+]([O-])c2C(=O)c2cnn(C)c2C)cnn1C	?	-9%	?	-2%	-107*	-1%	-5%
CCS(=O)(=O)Nc1ccc(C2=NN(S(=O)(=O)c3ccc(F)cc3)C(c3ccco3)C2)cc1 (stereo not drawn)	-20%	1%	-7%	11%	-5	-1%	-56%
COc1ccc(NC(=S)NC2CC3CCCC(C2)N3C2CC2)cc1 (stereo not drawn)	?	-4%	-7%	3%	?	-3%	-20%
CCN(CC)CCn1c(NCc2cccc(OC)c2OC)nc2ccccc21	6%	7%	?	-1%	-7	-9%	-20%
Nc1ccccc1SCc1cc([N+](=O)[O-])cc2c1OCOC2	-22%	6%	-9%	5%	22	-15%	-15%
CC(=O)/C(N=Nc1ccc2c(c1)OCCO2)=C(\C)O	-24%	-14%	11%	-1%	-71*	-4%	-13%
CCc1ccc(N2CC(C(=O)Nc3cccc(C(=O)NC4CC4)c3)CC2=O)cc1 (stereo not drawn)	-22%	-2%	1%	nt	-22	-1%	-7%
Cc1ccc(NC(=O)CCC(=O)NNC(=O)NC23CC4CC(CC(C4)C2)C3)cc1C	12%	-3%	-1%	4%	26	13%	181%[activator]
CCCSc1nc(C)c(-c2csc(C(C#N)=C3CCCC3)n2)cc1C#N	?	2%	-10%	-3%	-36	-3%	-47%
Cc1ccccc1COc1ccc(-c2nn[nH]n2)cc1	13%	-15%	-10%	-3%	116	8%	-5%
Cc1ccc2c(c1)N(CC(=O)NCC1CCCO1)C(=O)C(C)O2 (stereo not drawn)	-2%	-7%	-11%	-2%	-16	42%[activator]	-13%
C/C(=N/N1CCN(Cc2cccc3ccccc23)CC1)c1ccco1	-5%	-3%	-4%	-15%	21	?	71%[activator]
Cc1c(Cl)cccc1-n1nnnc1-c1cccs1	-6%	5%	?	4%	?	-5%	-19%
C=CCn1cc(F)c(=O)n(CC=C)c1=O	24%	0%	-1%	-6%	-32	0%	3%
O[C@H]1CN(CC2CCCCC2)[C@@H](c2ccccc2)C[C@@H]1n1cc(C2CC2)nn1	nt	4%	nt	nt	-22	4%	nt
Cc1nnc(NC(=O)c2c(F)cccc2F)s1	8%	-3%	-15%	-9%	27	-6%	18µM*
Cc1cccc(OCC(=O)N=Nc2c(O)[nH]c3ccc([N+](=O)[O-])cc23)c1	8%	1%	0%	-6%	73	20%	-43%
COc1cccc(OC)c1-c1cnc(NC(C)=O)cn1	nt	0%	nt	nt	3	-7%	nt
O=C(NCCO[N+](=O)[O-])c1cccnc1	-7%	-1%&-2%	4%	-6%	-25	-3%	-2%
CCc1sc(C(=O)NNC(=O)c2cncc(Br)c2)cc1C	-1%	-4%	nt	nt	-22	42%[activator]	-7%
O=C(CCN1C(=O)c2ccccc2C1=O)Nc1sc2c(c1C(=O)NCc1ccco1)CCCC2	?	-4%	?	3%	18	-6%	-28%
O=C(NCCc1cccc(Cl)c1)c1cccc([N+](=O)[O-])c1	-9%	5%	?	3%	-33	5%	-27%
Cc1cc(C(=O)CSc2cccc[n+]2[O-])c(C)n1-c1ccccc1	6%	-5%	-6%	-5%	35	-11%	0%[2.29 µM]
CCOc1ccc(NC(=O)CCC(=O)c2ccc(OC)cc2)cc1	-5%	-6%	0%	-1%	55	7%	-6%
CCCCN(CC)Cc1ccc(CNC(=O)Nc2ccc(F)cc2)o1	11µM*	3%	1%	-5%	5	2%	-10%
COC(=O)C1=C(c2ccc(OC(F)(F)F)cc2)C[C@@H]2CC[C@H]1N2C(=O)NCCc1ccccc1	?	-21%	2%	nt	?	17%	118%[activator]
CCCCCCOc1ccc(N2C(=O)CC(SCCN)C2=O)cc1 (stereo not drawn)	4%	-2%	1%	-12%	42	-20%	28%
COC(=O)C1=C(C)N(c2cccc(C)c2)C(=O)/C1=C\c1cccs1	?	-4%	-1%	1%	-99*	?	-19%

# Going on with the list:
SMILES	HCV inhibitor	Tb PYK inh	AmpC inh detg	LmPK inh	HCMV inh	AMA1-RON2 inh	AmpC no deterg
Cc1ccc(NC(=O)C2CC(=O)Nc3ncnn32)cc1Cl (stereo not drawn)	27%	-1%	?	1%	38	25%	-25%
O=C(CN1CCN(C(=O)c2cncn2-c2ccc(F)cc2)CC1)Nc1ccccc1C(F)(F)F	-8%	0%	8%	nt	0	4%	114%[activator]
CCCn1c2ccccc2c2cnn(CC(=O)NCCCN(CC)c3ccccc3)c(=O)c21	nt	-7%	6%	nt	29	nt	nt
Cc1ccc(C)c(OCCC(=O)OCC(=O)NC2CCS(=O)(=O)C2)c1 (stereo not drawn)	15%	1%	0%	nt	-37	17%	-1%
CCC(C)NCCCOc1ccc(C)cc1OC (stereo not drawn)	-23%	-15%	3%	3%	9	-6%	-14%
CCc1noc(C)c1C(=O)N1CCN(S(=O)(=O)c2ccccc2C(F)(F)F)CC1	0%	-2%	-5%	nt	-5	55%[activator]	15%
CNC(=S)N(CCc1c(C)[nH]c2ccc(C)cc12)Cc1ccc(OC)c(OC)c1	?	-4%	-14%	-1%	-11	-5%	124%[activator]

# Retrieved by structure from the entries so far (4):
SMILES	HCV inhibitor	Tb PYK inh	AmpC inh detg	LmPK inh	HCMV inh	AMA1-RON2 inh	AmpC no deterg
CCCn1c2ccccc2c2cnn(CC(=O)NCCCN(CC)c3ccccc3)c(=O)c21	nt	-7%	6%	nt	29	nt	nt
CCc1noc(C)c1C(=O)N1CCN(S(=O)(=O)c2ccccc2C(F)(F)F)CC1	0%	-2%	-5%	nt	-5	55%[activator]	15%
Cc1ccc(C)c(OCCC(=O)OCC(=O)NC2CCS(=O)(=O)C2)c1 (stereo not drawn)	15%	1%	0%	nt	-37	17%	-1%
CCC(C)NCCCOc1ccc(C)cc1OC (stereo not drawn)	-23%	-15%	3%	3%	9	-6%	-14%

# Screening data from PubChem BioAssay.
